Bioassay records as filed in PubChem.
CD11b adhes inh = CD11b/CD18-fibrinogen binding inhibition. P05107+P11215. K562 CD11b/CD18 adhesion to fibrinogen, ATPlite luminescence; Mn2+ added to activate the integrin. inhibition, % at 10 µM. actives 0.54% (n = 93,000);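 active means primary inhibition of 50% or more at 10 µM, then 40% or more on retest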; further: some results filed as inactive read as strong as hits
Target sequence (P05107 whole entry, looked up, other chains not shown): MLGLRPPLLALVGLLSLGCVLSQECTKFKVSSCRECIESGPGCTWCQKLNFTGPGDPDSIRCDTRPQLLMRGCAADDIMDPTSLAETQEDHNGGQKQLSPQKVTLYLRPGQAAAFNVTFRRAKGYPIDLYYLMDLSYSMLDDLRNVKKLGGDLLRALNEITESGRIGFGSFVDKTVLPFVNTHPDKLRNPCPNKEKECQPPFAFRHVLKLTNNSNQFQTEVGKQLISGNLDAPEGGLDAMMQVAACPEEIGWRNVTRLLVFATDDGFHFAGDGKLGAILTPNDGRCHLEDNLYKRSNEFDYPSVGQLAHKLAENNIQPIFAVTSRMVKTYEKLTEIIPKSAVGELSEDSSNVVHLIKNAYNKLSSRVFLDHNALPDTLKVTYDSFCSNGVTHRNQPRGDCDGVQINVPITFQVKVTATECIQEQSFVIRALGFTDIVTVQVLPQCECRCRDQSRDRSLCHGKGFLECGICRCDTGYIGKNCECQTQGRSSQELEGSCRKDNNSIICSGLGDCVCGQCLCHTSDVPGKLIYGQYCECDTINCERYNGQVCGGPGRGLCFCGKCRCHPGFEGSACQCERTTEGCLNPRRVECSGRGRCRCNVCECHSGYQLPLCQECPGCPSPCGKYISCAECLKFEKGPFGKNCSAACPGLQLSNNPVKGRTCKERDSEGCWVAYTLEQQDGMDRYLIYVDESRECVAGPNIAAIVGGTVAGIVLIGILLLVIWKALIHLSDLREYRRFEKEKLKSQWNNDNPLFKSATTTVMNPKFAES
* hit, by the source's call. These rows are one share of the data (hit frequency here may not be typical).

molecule	CD11b adhes inh
CC(=O)N(NC(=O)c1ccc(C)cc1)C1CC(=O)N(c2ccccc2Cl)C1=O (centres undefined)	-8
CNc1nc2cc([N+](=O)[O-])c([N+](=O)[O-])cc2nc1NC	0
CCOC(=O)/C(C#N)=C/c1ccc(OC(=O)c2ccco2)c(OCC)c1	-6
Cc1[nH]c2ccccc2c1/C=N/NC(=O)CNC(=O)c1ccc2c(c1)OCO2	-16
Cc1sc(NC(=O)/C=C/c2ccc3c(c2)OCO3)nc1-c1ccccc1	100
O=C(Cc1cccs1)N/N=C/c1ccco1	-2
c1ccc(CSc2ccc(-c3cccs3)nn2)cc1	13
CCN(C(=O)[C@@H]1CCCN1C(=O)c1cccs1)c1nc2cc(Cl)ccc2s1	-3
CCCn1c(SCC(=O)c2cc(C)n(-c3ccc4c(c3)OCO4)c2C)n[nH]c1=O	75
CC1CCc2c(sc3nc(CSc4ncn[nH]4)[nH]c(=O)c23)C1 (centres undefined)	-8
Cc1cs/c(=N\N=C\c2ccccc2)n1Cc1ccco1	74
CC(NC(=O)COc1ccc(-c2nnco2)cc1)c1ccc(Cl)cc1Cl (centres undefined)	22
O=C(Cc1cccc2ccccc12)N/N=C/C=C/c1cccc([N+](=O)[O-])c1	9
O=C(Nc1ccc(CN2CCCCC2)cc1)c1cccc(Br)c1	1
CN1CCN(C(=S)c2ccc([N+](=O)[O-])cc2)CC1	10
COc1ccccc1Nc1nc(N)nc(CSC(=S)N2CCCCC2C)n1 (centres undefined)	6
O=C(N/N=C/c1ccc2c(c1)OCO2)c1ccc(Br)o1	2
CC(NC(=S)Nc1c(Cl)cccc1OC(F)F)C(C)(C)C (centres undefined)	0
Cc1ccc(NNC(=O)C(=O)N2CCCCC2)cc1	6
Cc1cc(C)c2c(c1)cc(C)c1nnc(SCC(=O)N3CCCc4ccccc43)n12	4
O=C(COc1ccc([N+](=O)[O-])cc1)N/N=C/c1cc([N+](=O)[O-])ccc1N1CCOCC1	-5
COc1ccc(NC(=O)COC(=O)C2CCC(C(C)(C)C)CC2)c([N+](=O)[O-])c1 (centres undefined)	32
Cc1nn(Cc2ccc(Cl)cc2Cl)c(Cl)c1/C=N/NC(=O)CNc1cccc(C(F)(F)F)c1	8
CCOC(=O)c1sc(NC(=S)NC(=O)C2CC2)cc1C	6
CCCCOc1ccc(/C=C/C(=O)Nc2ccc([N+](=O)[O-])cc2C)cc1	-16

Rewritten field by field: entries from further up.
CC1CCc2c(sc3nc(CSc4ncn[nH]4)[nH]c(=O)c23)C1 (centres undefined)
  CD11b adhes inh: -8
Cc1cs/c(=N\N=C\c2ccccc2)n1Cc1ccco1
  CD11b adhes inh: 74
CC(NC(=O)COc1ccc(-c2nnco2)cc1)c1ccc(Cl)cc1Cl (centres undefined)
  CD11b adhes inh: 22
O=C(Cc1cccc2ccccc12)N/N=C/C=C/c1cccc([N+](=O)[O-])c1
  CD11b adhes inh: 9

Continued:
molecule	CD11b adhes inh
CCCCCc1nc2sc3c(c2c(=O)n1NC(=O)c1ccc([N+](=O)[O-])cc1)CC(C)(C)OC3	94
CCNC(=O)OCCC12CC3CC(CC(C3)C1)C2	8
C/C(CC(=O)NCC(C)C)=N\NC(=O)COc1cc(C)c(Br)cc1Br	9
O=C(COC(=O)c1ccccc1C(=O)c1ccc(Cl)cc1)NCc1ccccc1	12
CCOC(=O)c1c(NC(=S)Nc2ccccc2)sc2c1CC(C)(C)SC2	36
NNC(=O)c1cc2ccccc2cc1O	-3
CCOC1=NS(=O)(=O)c2ccccc21	0
Cc1cccc(NC(=S)N/N=C2\CC(C)(C)Oc3ccc(O)cc32)c1	-12
O=[N+]([O-])c1cc(/C=N/n2c(-c3cccnc3)n[nH]c2=S)ccc1Cl	5
CCCCNC(=S)N(C)/N=C/c1ccccc1F	29
COc1ccc(/C=N/NC(=O)c2ccc(O)cc2)cc1CN1CCCc2ccccc21	19
COc1ccc(/C=C(/NC(=O)c2cccs2)C(=O)N2CCOCC2)cc1OC	23
Cc1nn(CC(=O)Nc2ccc(S(=O)(=O)N(C)C)cc2)c(C)c1[N+](=O)[O-]	-5
COc1cc(/C=C(\C#N)c2nc(-c3cc4ccccc4oc3=O)cs2)ccc1O	20
O=C(COC(=O)c1oc2ccccc2c1COc1ccccc1)NCCN1C(=O)CSC1=O	0
CCc1cccc(CC)c1NC(=S)N1CCn2cccc2C1c1cccnc1 (centres undefined)	-3
CC1(C)Cc2c(c(-c3ccco3)nc3sc4c(NCCN5CCOCC5)ncnc4c23)CO1	17
CN(Cc1ccccc1)S(=O)(=O)c1ccc(OCC(=O)Nc2cccc([N+](=O)[O-])c2)cc1	23
CCOC(=O)c1c(-c2ccc(F)cc2)csc1NC(=O)c1c(-c2ccccc2)noc1C	1
Clc1cccc(CN2CCCCCCC2)c1Cl	4
Cc1ccc(NC(=O)c2ccc(NCc3ccco3)c([N+](=O)[O-])c2)cc1Cl	-6
O=S(=O)(N/N=C\c1cccnc1)c1ccccc1	10
N#Cc1cc(C(=O)c2ccccc2OCC(=O)Nc2ccccc2)cn(C2CCCCC2)c1=O	-16
COc1cccc(/C=N/Nc2nnc(C)n2N)c1OCc1ccccc1Cl	31
CCOc1ccc(-c2cc(C(=O)NN3CCN(C)CC3)c3cc(Cl)ccc3n2)cc1	-5
COc1ccc(NC(=O)C23CC4CC(C2)CC(c2ccccc2)(C4)C3)c(OC)c1	-20
CCOC(=O)c1[nH]c(C)c(C(=O)OCC(=O)N2CC(=O)Nc3ccccc32)c1C	4
COc1ccc(Cn2c(-c3ccc(OC)cc3)nc3c(c(=O)c4ccccc4n3C)c2=O)cc1	0
CCOC(=O)Nc1sc(C)c(C)c1C(N)=O	-9
CC1=C/C(=N\NC(=O)c2ccc(O)cc2)CC1	-13
CN(C)c1ccc(NC(=O)/C=C/c2ccccc2Cl)cc1	17
O=C(c1ccccc1NS(=O)(=O)c1ccccc1[N+](=O)[O-])N1CCOCC1	4
CCCCc1ccc(NC(=S)N2CCCC(CO)C2)cc1 (centres undefined)	-6
CCOc1ccc(/C=N/NC(=O)c2ccccc2NC(=O)c2ccc(OC)cc2)cc1	94
Cc1ccc(-n2c(SCC(=O)NCCN3C(=O)CSC3=O)nnc2-c2ccccc2)cc1C	10
O=C(Nc1ccc(Cl)cc1C(=O)NCc1cccnc1)c1ccc(Cl)cc1Cl	7
Nc1nc(-c2ccc([N+](=O)[O-])cc2)cs1	8
O=C(COc1ccc(Cc2ccccc2)cc1)c1ccc(F)cc1	43
Cc1ccc2nc(N(CCCN(C)C)C(=O)CCc3ccccc3)sc2c1	14
Cc1cccc(NC(=O)COC(=O)c2cccc3c2C(=O)c2ccccc2C3=O)c1C	22
O=C(/C=C/c1ccccc1)C1C(=O)c2ccccc2C1=O	87*
COc1ccc(NC(=O)/C=C/c2ccccc2[N+](=O)[O-])c(OC)c1	-4
Cc1cc(C)nc(/N=C(/NC(=O)Nc2ccc(Cl)c(Cl)c2)Nc2ccccc2)n1	-13
O=C(Cc1ccccc1[N+](=O)[O-])NCc1ccc(Cl)cc1Cl	-19
Cc1ccc(NC(=O)CSc2ncnc3ccccc23)cc1S(=O)(=O)N1CCCCCC1	102
COc1ccc(-c2cc(C(=O)OC(C)C(=O)Nc3c(C)n(C)n(-c4ccccc4)c3=O)c3ccccc3n2)cc1 (centres undefined)	6
CC(=O)c1ccc(NC(=S)N2CCN(CCN3C(=O)c4cccc5cccc(c45)C3=O)CC2)cc1	15
Cc1cccc(C)c1NC(=S)N(C)CCc1ccccn1	-21
O=C(OC(C(=O)Nc1cccc(C(F)(F)F)c1)c1ccccc1)C1CCCCC1 (centres undefined)	79
CCc1ccccc1NC(=O)c1cccc(NC(=O)/C=C/c2ccco2)c1	8

Remaining list, next part
molecule	CD11b adhes inh
O=C(Cn1c(=O)c(=O)n(Cc2ccccc2)c2ccc(Cl)cc21)Nc1cccc(F)c1	-5
CC1(C)Cc2ccccc2-c2nnc(C(F)(F)F)n21	7
CC1(C)CC(c2nc(-c3ccccc3)cs2)CCS1 (centres undefined)	18
COc1ccc(/C=N/NC(=O)c2ccc(=O)[nH]n2)cc1OC	-26
COc1cccc(-n2c(N)c(C#N)c3ccc([N+](=O)[O-])cc3c2=O)c1	-9
CC(=O)Nc1ccc(S(=O)(=O)NNC(=O)c2sc(=S)n(C)c2C)cc1	3
Cc1cccc(NC(=O)CSc2ccc(-c3ccco3)nn2)c1	12
CCCn1c(SCC(=O)N2CC(=O)Nc3ccccc32)nc2ccccc21	-6
Cc1ccc(C(NC(=O)N2CC(C)OC(C)C2)C(Cl)Cl)cc1F (centres undefined)	11
Cc1ccc(C)c(N2CCN(c3cnn(-c4nc5ccccc5s4)c(=O)c3Cl)CC2)c1	16
Cc1nn(-c2ccccc2)c(Cl)c1/C=N\NC(=O)c1cncc(Br)c1	7
Cc1cc(C(=O)NC2CCCCC2)c(C)n1-c1ccc(F)cc1	12
O=C(N/N=C/C=C\c1ccccc1[N+](=O)[O-])c1cc(-c2ccc3ccccc3c2)n[nH]1	-16
Cc1c(Cl)cnc(NC(=O)COC(=O)CCc2nc3ccccc3s2)c1Cl	16
O=C(CSc1ccc(-c2cccs2)nn1)N1CCCCCC1	13
O=C(CSc1nnnn1-c1ccccc1)N1N=CCC1c1ccccc1 (centres undefined)	0
CC(=O)Nc1ccc(Nc2cc(C)nc3c(-c4ccc(Cl)cc4)c(C)nn23)cc1	23
Cc1ccnc(NS(=O)(=O)c2ccc(N3C(=O)c4c(Cl)c(Cl)c(Cl)c(Cl)c4C3=O)cc2)n1	-3
COc1cc(/C=N/Nc2ccc3ccccc3c2)ccc1OC(=O)c1ccco1	-9
CC1=NN(c2ccccc2)C(=O)/C1=C\C=C1/N(C)c2ccccc2C1(C)C	2
COc1ccc(N2C(=O)/C(=C\c3ccco3)N=C2SCC(=O)NC(C)(C)C)cc1Cl	8
O=C(/C=C/c1ccc2c(c1)OCO2)N1CCN(c2ccc(Cl)cc2)CC1	-27
Cc1cccc(OCCC(=O)N(C)CC(=O)Nc2cccc3ccccc23)c1	12
Cc1ccnc2nc(C(=O)OCC(=O)NCCc3ccc(Cl)cc3)nn12	-4
CCc1sc(N)nc1-c1ccccc1	-1
COc1ccc(OC)c(NC(=O)c2ccc3c(=O)n(CCc4ccccc4)c(=S)[nH]c3c2)c1	4
O=S(=O)(c1ccc(Cl)c(NC(=S)N/N=C/c2c(F)cccc2F)c1)N1CCOCC1	-21
COC(=O)Cc1ccc(NC(=S)NCc2ccc(Cl)cc2)cc1	-19
Cc1cc(C)c(N=Cc2c(O)n(-c3nccs3)c(=O)c3ccccc23)c(C)c1	0
Cn1cnnc1SC1c2cccc3cccc(c23)C1NS(=O)(=O)c1ccc(Cl)cc1 (centres undefined)	-12
CC1(C)CC(=O)C(N=Nc2c(Cl)cc(Cl)cc2Cl)=C(O)C1	2
O=C(Nc1ccc(Cl)c(Cl)c1)Nc1ccc(Br)cc1F	94
O=C(COC(=O)C1CCC(=O)N1)Nc1cc(Cl)ccc1Cl (centres undefined)	-11
O=S(=O)(c1cccc(NC(=S)N2CCN(c3ccc(F)cc3)CC2)c1)C(F)F	-26
COc1cc(OC)cc(C(=O)N[C@H](C(=O)N2CCc3ccccc32)C(C)C)c1	-9
O=C(NCc1cn(-c2ccccc2)nc1-c1ccc(F)cc1)c1cccc([N+](=O)[O-])c1	15
Cc1ccccc1Cn1c(=O)n(CC2CCC(C(=O)NCCc3ccccc3)CC2)c(=O)c2ccccc21 (centres undefined)	-1
O=S(=O)(Nc1ccc(O)c(Sc2nc3ccccc3s2)c1)c1cccc2ccccc12	91
CC(C)(C)c1nn2cnnc2n(/N=C/c2cccc3ccccc23)c1=O	-20
O=C(CNC(=O)c1cccc(OC(F)F)c1)OCc1cc(=O)n2cc(Br)ccc2n1	-3
COc1ccccc1/C=C/C=N/NC(=O)c1ccc(=O)n(C)c1	-8
COc1ccc(N(CCN2C(=O)c3ccccc3C2=O)C(=O)c2cccc([N+](=O)[O-])c2)cc1	10
CCOc1ccccc1CSc1nc2ccccc2[nH]1	25
COc1ccc(CCN2C(=O)CC(NNC(=O)c3ccc(F)cc3)C2=O)cc1OC (centres undefined)	1
N#CC1=C(N)Oc2c(O)cc3ccccc3c2C1c1ccsc1 (centres undefined)	70*
COC(=O)CN(C(=S)Nc1ccc(F)cc1)C1CC(=O)N(c2ccccc2)C1=O (centres undefined)	19
Nc1c(-c2ccccc2)c(CSc2nc3ccccc3[nH]2)nn1-c1ccc(C(=O)O)cc1	3
CC(/C=N/n1c(-c2ccc(Cl)cc2)n[nH]c1=S)=C\c1ccco1	18
Cc1cc(N2CCOCC2)nc(-c2ccccc2O)n1	-18
Cc1ccc(/C=C/C(=O)Nc2nc3ccccc3[nH]2)cc1	24

Continued.
molecule	CD11b adhes inh
CCc1ccc(Nc2nnc(SCC(=O)Nc3cccnc3Cl)s2)cc1	-15
C/C(=N\Nc1nc2ccccc2[nH]1)c1ccc(Cl)s1	10
Cc1ccc(NC2=C(NC(=O)c3ccccc3)C(=O)c3ccccc3C2=O)cc1Cl	10
Cc1ccc2cc(C3CC(c4ccco4)=NN3S(=O)(=O)c3ccccc3)c(Cl)nc2c1 (centres undefined)	-17
COC(=O)Cn1c(=NC(=O)c2cc(OC)cc(OC)c2)sc2cc(OC)ccc21	12
Oc1c(C=C2N=c3ccccc3=N2)sc(=S)n1C1CCCC1	-12
O=C(CN1CCN(c2ccccn2)CC1)N1CCc2ccccc21	6
